Pol kappa inh: inhibitors of human DNA polymerase kappa | purified Pol kappa, fluorescent DNA synthesis assay, 10 min | Q9UBT6 | Potency, µM (top dose mostly 107 µM), for the others: at the top dose activity, negative = inhibition, actives largely listed as inhibitors | AID 588579 | 0.53% of 400,000 active; also: % is scaled to controls: 0 for no effect and ±100 for the full control effect
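Kinetic fluorescence screen: compound preincubated 15 min RT with 10 nM enzyme; 50 nM substrate (final) initiates; reads at 0/10 min.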
BAZ2B block: blocks human BAZ2B | AlphaScreen BAZ2B-H3K14Ac peptide displacement | Potency, µM (highest dose often 114 µM), for inactives: at the top dose activity change, negative = inhibition, actives largely listed as inhibitors | 4.4% of 360,000 active | AID 504333; also: % is scaled to controls: 0 for no effect and ±100 for the full control effect; nearly all actives have a fitted effect of over 60% in size
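Compounds, titrated to a top concentration of 110 uM, were incubated 30 min at room temperature with preformed BAZ2B/acetyl-K14 H3 peptide complex (50 nM each). Proximity signal was measured by AlphaScreen after 20 min with beads.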
APEX1 inh: APE1 (human) endonuclease inhibition; P27695; recombinant APE1, TAMRA/BHQ-2 abasic DNA cleavage fluorescence; Potency, µM (top dose mostly 65.8 µM), for the others: top-dose activity change, negative = inhibition, hits mostly inhibitors; 0.35% of 350,000 active;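 also: plate controls were vehicle for no effect and reference inhibitor for full effect; nearly all actives have a fitted effect of over 55% in size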
Target sequence (P27695 whole entry, looked up): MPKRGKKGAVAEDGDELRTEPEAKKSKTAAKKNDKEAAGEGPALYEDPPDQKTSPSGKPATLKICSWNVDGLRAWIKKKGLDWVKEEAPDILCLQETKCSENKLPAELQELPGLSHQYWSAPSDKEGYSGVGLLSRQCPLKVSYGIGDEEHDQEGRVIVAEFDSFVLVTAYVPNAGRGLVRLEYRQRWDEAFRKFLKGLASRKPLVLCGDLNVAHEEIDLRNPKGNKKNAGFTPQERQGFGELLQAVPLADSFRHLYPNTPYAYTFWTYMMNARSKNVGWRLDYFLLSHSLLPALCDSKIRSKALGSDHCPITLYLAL
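APE1 at 0.75 nM preincubated 15 min at room temperature with compound. Reaction then started with 50 nM double-stranded THF-abasic substrate labelled with TAMRA/BHQ-2, and 525/598 nm fluorescence read kinetically. Activity taken as third-minus-first read difference, normalized to DMSO and NSC13755 controls.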
Pol eta inh: inhibitors of human DNA polymerase eta; Potency, µM (highest dose often 114 µM), inactives show at the highest dose activity change, negative = inhibition, actives largely listed as inhibitors; recombinant Pol eta, fluorescent DNA replication assay; AID 588591; Q9Y253; 1.2% of 390,000 active; also: % is scaled to controls: 0 for no effect and ±100 for the full control effect
Target sequence (Q9Y253 whole entry, looked up): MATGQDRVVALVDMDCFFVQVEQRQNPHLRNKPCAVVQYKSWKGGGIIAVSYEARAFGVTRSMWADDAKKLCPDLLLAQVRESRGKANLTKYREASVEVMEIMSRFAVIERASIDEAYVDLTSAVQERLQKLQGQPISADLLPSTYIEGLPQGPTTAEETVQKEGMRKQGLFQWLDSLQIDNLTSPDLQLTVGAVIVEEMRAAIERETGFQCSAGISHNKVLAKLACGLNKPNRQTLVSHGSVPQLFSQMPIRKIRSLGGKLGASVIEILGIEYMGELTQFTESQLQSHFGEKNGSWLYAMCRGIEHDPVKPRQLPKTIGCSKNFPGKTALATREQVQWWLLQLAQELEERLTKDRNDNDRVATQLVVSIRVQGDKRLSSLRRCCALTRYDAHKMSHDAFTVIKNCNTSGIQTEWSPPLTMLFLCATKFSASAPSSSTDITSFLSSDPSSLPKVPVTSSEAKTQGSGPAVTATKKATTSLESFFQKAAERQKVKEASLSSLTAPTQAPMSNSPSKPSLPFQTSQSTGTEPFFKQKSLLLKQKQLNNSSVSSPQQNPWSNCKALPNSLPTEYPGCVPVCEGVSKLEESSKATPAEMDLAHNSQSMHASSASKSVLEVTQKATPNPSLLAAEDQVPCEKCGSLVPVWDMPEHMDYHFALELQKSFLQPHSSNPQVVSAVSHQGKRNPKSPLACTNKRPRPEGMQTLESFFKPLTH
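Pol eta (10 nM) was preincubated with compounds for 15 min at room temperature, after which fluorescent replication substrate (50 nM final) was added to start the reaction. Fluorescence was read kinetically at 0 and 10 min.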
G9a inh: inhibitors of human histone lysine methyltransferase G9a | AID 504332 | G9a H3K9 monomethylation, AlphaScreen, 2 h | 8.8% of 350,000 active | Potency, µM (highest dose often 102 µM), inactives show at the top dose activity, negative = inhibition, actives largely listed as inhibitors | Q96KQ7; also: % is scaled to controls: 0 for no effect and ±100 for the full control effect; nearly all actives have a fitted effect of over 75% in size
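Compounds were preincubated with 20 nM G9a for 15 min, after which biotinylated H3K9 peptide (500 nM) and SAM (20 uM) started a 2 h room-temperature reaction. Monomethylated product was quantified by antibody-based AlphaScreen chemiluminescence.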
Pol iota inh: DNA polymerase iota (human) inhibition | Potency, µM (doses to about 115 µM), for inactives: at the highest dose activity, negative = inhibition, usual class: inhibitors | Q9UNA4 | AID 588590 | Pol iota fluorescent replication assay, 10 min | 1% of 390,000 active
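Pol iota at 10 nM preincubated 15 min with compounds at room temperature; reaction started with fluorescent substrate, 50 nM final. Fluorescence read kinetically at 0 and 10 min; buffer-only wells as negative control.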
BLM helicase inh: blocks DNA unwinding by human BLM helicase. recombinant BLM DNA unwinding, fluorescence dequenching. Potency, µM (titrated, usually from 56.1 µM), for inactives: at the top dose activity change, negative = inhibition, usual class: inhibitors. 0.2% of 350,000 active. AID 2528;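 also: plate controls were vehicle for no effect and no enzyme for full effect; nearly all actives have a fitted effect of over 35% in size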
JMJD2A Tudor: inhibitors of human JMJD2A Tudor domain. O75164. AlphaScreen JMJD2A-Tudor / H3K4me3 peptide binding. Potency, µM (highest dose often 114 µM), without a hit: top-dose activity change, negative = inhibition, usual class: inhibitors. 4.4% of 390,000 active. AID 504339; also: % is scaled to controls: 0 for no effect and ±100 for the full control effect; nearly all actives have a fitted effect of over 50% in size
Pol beta inh: DNA polymerase beta (human) inhibition | Pol beta primer extension/strand displacement, fluorescence kinetic | Potency, µM (series often up to 114 µM), without a hit: top-dose activity change, negative = inhibition, most hits filed as inhibitors | 1.3% of 340,000 active | AID 485314; also: % is scaled to controls: 0 for no effect and ±100 for the full control effect
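Reaction started by 50 nM substrate onto compound-treated Pol beta (10 nM, 15 min preincubation, room temperature); plates read at 0 min and 10 min. Normalized concentration-effect data fitted by four-parameter Hill equation.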
* marks the source's active call; other numbers are inactive results; ? = inconclusive; · = no result given; & = joins results of further samples; [ ] = another dose, or the depositor's remark. Calls follow the shape of the dose curve; as a rule, active = well fitted curve in the direction sought with a large enough effect; inconclusive = small, poorly fitted or top-dose-only effect, or another doubt; inactive = no such curve, though single readings can be large; an effect the other way counts as inactive or inconclusive. Potency is read from the fitted curve at half-maximal effect.

SMILES	Pol kappa inh	BAZ2B block	APEX1 inh	Pol eta inh	G9a inh	Pol iota inh	BLM helicase inh	JMJD2A Tudor	Pol beta inh
COc1ccc(NC(=O)CSc2nc(-c3ccccc3)c3ccccc3n2)cc1	-8%	-7%	·	-14%	1%[59 µM]	-5%	-1%	-30%	29%
O=C(c1csc2c1CCCC2)N1CCN(c2ncccn2)CC1	1%	14%	-1%	-6%	11%[12.7 µM]	-15%	-1%	-10%	20%
CN(C(=O)c1cccc(NC(=O)Cc2ccc(NC(=O)C3CCCN(C(=O)C4CCC4)C3)cc2)c1)C1CCCC1 (stereo not given)	-4%	·	·	-9%	·	3%	·	-25%	·
COCCNc1nc2c(c(=O)n(Cc3cccc(Br)c3)c(=O)n2C)n1C	-1%	-26%&-3%	8%	-11%&-18%	-44%	25%&-9%	0%&0%	-23%&-10%	0%&-27%
O=C(NC(=S)Nc1c(Cl)ccc2nsnc12)c1ccco1	-24%	-35%	-1%	-4%	?	25µM*	-8%	-28%	10%
COc1ccc(-n2c3c(c(=O)[nH]c2=O)C(NC(=O)c2ccccc2Cl)(C(F)(F)F)C(=O)N3)cc1 (stereo not given)	-16%	-4%	·	-5%	7%[59 µM]	-1%	1%	-15%	-4%
CCN(Cc1nc(-c2ccccc2)no1)C(=O)c1ccc2c(c1)OCO2	4%	10%	4%[12.4 µM]	-4%	10%[59 µM]	18%	-2%	-11%	3%
COc1nc(OC)nc(N2CCC(C(=O)Nc3cccc4c3CCCC4)CC2)n1	-2%	0%	1%	-7%	26%[0.501 µM]	-1%	-4%	2%	36%[activator]
CCOC(=O)CN1C(=O)SC(CC(=O)Nc2nccs2)C1=O (stereo not given)	-9%	0%	12%	-7%	?	-8%	-1%	15%	21%
Cc1ccc(S(=O)(=O)N2[C@@H](c3cccc4ccccc34)C(C(=O)O)=C[C@H]2C(C)(C)C)cc1	-19%	·	49%[activator]	-5%	·	15%	·	-28%	·
Cc1nn(-c2cc(Cl)ccc2N)c(=O)c2ccccc12	-15%[60.1 µM]	-4%	1%	-14%	-38%[59 µM]	?	-13%	-10%	-19%
CS(=O)(=O)N(Cc1ccccc1)c1ccc(C(=O)Nc2ccc(C(N)=O)cc2)cc1	4%	?	31%	-7%	?	7%	-10%	-1%	-4%
COc1ccc(CCN2CN(S(=O)(=O)c3ccccc3)c3nc4ccccc4nc32)cc1	0%	-21%	4%	-7%	?	-4%	-2%	-21%	-19%
COc1ccc(CN(C)C(=O)C(Cc2ccccc2)NC(=O)c2ccccc2)c(OC)c1 (stereo not given)	-15%	9%	-3%	-3%	30%[0.501 µM]	5%	·	-18%	·
O=C(CN1CCC(NC(=O)C2CCCCC2)CC1)Nc1cccc(F)c1	4%	0%	35%	-12%	23%	40%[activator]	1%	-4%	23%
CCCNC(=O)C(=O)c1cccn1-c1ccsc1C(=O)OC	-1%	-8%	-11%	-5%	0%	8%	0%	-5%	15%
CC(C)(C)CN1CCC(Oc2cccc(C(=O)N3CCC[C@H]3CO)c2)CC1	-3%	0%	8%	2%	25%[59 µM]	27%	-2%	-6%	34%[activator]
O=C(CSc1nnc(-c2ccc(Cl)s2)o1)N1CCOCC1	·	43%[activator]	-4%	·	35%[59 µM]	·	-3%	·	-1%
COC(=O)c1cc(Br)c(=O)n(-c2ccc(OC)cc2)c1	-5%	-3%	9%	0%	-1%[12.7 µM]	10%	-2%	-2%	23%
O=C(NCc1ccc(Cl)cc1Cl)C1CCN(S(=O)(=O)c2ccc3c(c2)OCCCO3)CC1	-9%	8%	8%	-19%	-9%[59 µM]	1%	-1%	-3%	1%
O=C(CSc1ccsc1[N+](=O)[O-])NCCc1ccccc1	-3%	-5%	-7%	2%	?	-14%	-3%	-5%	?
CC(/C=N/N1CCN(c2ccc(C)cc2)CC1)=C\c1ccccc1	-4%	-10%	1%	-22%	2%[59 µM]	161%[activator]	4%	-25%	10%
COc1ccc(-c2cc(=O)n(CCC#N)[nH]2)cc1	2%	-10%	13%	-18%	-11%[59 µM]	?	5%	-14%	20%
O=C(O)c1ccc2c(c1)C(=O)N(c1cccc3ccccc13)C2=O	4%	-7%	-4%	-12%	-10%	17%	-4%	-9%	59%
O=C(CNCc1ccc(Cl)cc1)Nc1ccc(C(=O)N2CCCCCC2)cc1	0%	50µM*	5%	-22%	7.9µM*	44%[activator]	-13%	3.5µM*	39%
Cc1cc(CNC(=O)Cc2ccc(F)cc2)c2ccccc2n1	3%	8%	12%	-7%	-3%	143%[activator]	-11%	-10%	-13%
Cc1ccc(/C=C/C(=O)Nc2cc(S(N)(=O)=O)ccc2O)cc1	-14%	-31%	-9%	-7%	8.9µM*	162%[activator]	-3%	-24%	0%
O=C(NNC(=O)C1CC(c2cccs2)=NO1)Nc1ccccc1 (stereo not given)	-20%	2%	7%	-20%	·	41%[activator]	-2%	-9%	-3%
Cc1cc(C)c2nc(NNC(=O)c3ccc(S(=O)(=O)N4CC(C)CC(C)C4)cc3)sc2c1 (stereo not given)	-17%	10µM*	?	-6%	28µM*	-9%	-13%	16µM*	-22%
COc1ccc(NC(=O)/C=C/c2ccco2)cn1	-19%	?	3%	-26%	45µM*	13%	-20%	-18%[57.1 µM]	?
O=C(Cn1cnc2onc(-c3ccc(F)cc3)c2c1=O)Nc1ccc(F)c(Cl)c1	4%	9%[57.1 µM]	·	-5%	-7%[59 µM]	4%	-8%	-10%	13%
COc1ccc(N(CC(=O)Nc2ccccc2F)S(=O)(=O)c2ccc(OC)c(OC)c2)cc1	7%	-31%	-3%	-11%	-41%	5%	-10%	-17%	-21%
COc1ccc([N+](=O)[O-])cc1NC(=O)Cn1ccsc1=N	0%	-8%	4%	-18%	-1%[59 µM]	14%	2%	-17%	20%
C=CCn1c(COc2ccccc2)nnc1SCC(=O)N/N=C/c1ccc(C)cc1	-14%	?	-6%	-9%	14%	?	-1%	-18%	-2%
CN(C)c1nc(Oc2ccc(C(=O)OCC(=O)Nc3ccccc3)cc2)nc(N(C)C)n1	-10%	-21%	1%	0%	1%[59 µM]	-2%	-4%	-6%	0%
CC(=O)c1cc(CN2CCC(n3nccc3NC(=O)c3ccccc3Cl)CC2)cs1	-9%	-11%	12%	-14%	-7%	15%	0%	-11%	7%
COc1ccc(C(=O)NCCc2cnc[nH]2)cc1OC	-16%	0%	5%	2%	-1%	2%	-2%	?	24%
O=C(Nc1cccc(-c2ccccc2)c1)N1CCN(C(=O)Nc2cccc(-c3ccccc3)c2)CC1	-17%	1%	11%	1%	·	22%	-2%	-6%	53%[activator]
O=c1[nH]c2ccc(N=Cc3c(O)ccc4cc(Br)ccc34)cc2[nH]1	-15%	?	0%	-5%	1.6µM*	242%[activator]	-23%	45µM*	?
CCOc1ccc(NC(=O)Nc2cccs2)cc1	-23%	-36%	13%	7%	?	20%	-8%	-30%[57.1 µM]	26%
NS(=O)(=O)c1ccc(NC(=O)COC(=O)C2(c3ccc(F)cc3)CCCC2)cc1	-10%	9%	14%	-17%	-5%[59 µM]	6%	1%	-33%	1%
Cc1ccc(NCc2ccccc2O)cc1	-12%	?	11%	-17%	-6%[2.33 µM]	-6%	-5%	?	19%
CC(=O)Nc1ccc(C(=O)OCC(=O)NCCC2=CCCCC2)cc1	-6%	-10%	27%	-12%	?	5%	·	-16%	·
O=S(=O)(c1ccc(Oc2ccc(Br)cc2)cc1)N1CCOCC1	-12%	6%	-4%	-8%	4%[59 µM]	-5%	-12%	-3%	-11%
Cc1ccc(C(=O)NCC(=O)N/N=C/c2cccs2)cc1[N+](=O)[O-]	0%	-10%	3%	4%	-6%	-7%	-1%	-9%	-11%
Cc1ccc(C)c(N2CCN(C(=O)CCc3c(C)nc4c(c3C)c(=O)n(C)c(=O)n4C)CC2)c1	-3%	-25%	·	-9%	1%[59 µM]	14%	0%	-7%	40%
Cn1c(SCC(=O)N2CCCC2)nnc1-c1ccc(S(=O)(=O)N2CCCC2)cc1	8%	3%	0%	-13%	-4%[12.7 µM]	-5%	0%	3%	0%
CC(C)C(=O)N1CCN(c2cc(N3CCN(C)CC3)c(F)cc2[N+](=O)[O-])CC1	0%	-39%	6%	-1%	?	183%[activator]	3%	-23%	2%
COc1ccc(NCc2cc(=O)[nH]c3ccccc23)cc1	2%	79µM*	-5%	-18%	?	80%[activator]	3%	?	3%
CCOC(=O)C1CCN(CC(O)COc2ccc(C(C)(C)C)cc2)CC1 (stereo not given)	4%	5%	2%	-9%	2%	21%	-3%	-16%	19%
Continuation:
SMILES	Pol kappa inh	BAZ2B block	APEX1 inh	Pol eta inh	G9a inh	Pol iota inh	BLM helicase inh	JMJD2A Tudor	Pol beta inh
CCCCOC(=O)C1C2C=C[C@]3(CN(CCCOC)C(=O)[C@H]13)O2 (stereo not given in full)	-10%	·	10%	-5%	-5%[59 µM]	3%	-4%	-9%	20%
CN(C)CC[n+]1ccc(C(=O)c2ccccc2)cc1	-3%	1%	12%	-3%	·	92%[activator]	-4%	-11%	17%
Cc1ccc(CS(=O)(=O)CCC(=O)O)cc1	-4%	16%	1%	-1%	49%	-19%	-9%	2%	19%
NC(=S)N/N=C/c1ccc(C(F)(F)F)cc1	-3%	-20%	3%	-12%	8%[59 µM]	8%	-5%	-23%	-4%
Cc1ccccc1S(=O)(=O)Cc1ccc(C(=O)NCCN(Cc2ccccc2)C(C)C)o1	8%	-14%	23%	-10%	13%	16%	1%	-6%	52%
CC(C)c1ccc(NC(=O)CCS(=O)(=O)c2cccc3nonc23)cc1	-2%&-4%	-4%&-1%	5%	-7%&-16%	-9%	31%&18%[activator]	-3%&-3%	-16%&-18%	-23%&-14%

Molecules above that have a tert-butyl group:
SMILES	Pol kappa inh	BAZ2B block	APEX1 inh	Pol eta inh	G9a inh	Pol iota inh	BLM helicase inh	JMJD2A Tudor	Pol beta inh
Cc1ccc(S(=O)(=O)N2[C@@H](c3cccc4ccccc34)C(C(=O)O)=C[C@H]2C(C)(C)C)cc1	-19%	·	49%[activator]	-5%	·	15%	·	-28%	·
CC(C)(C)CN1CCC(Oc2cccc(C(=O)N3CCC[C@H]3CO)c2)CC1	-3%	0%	8%	2%	25%[59 µM]	27%	-2%	-6%	34%[activator]
CCOC(=O)C1CCN(CC(O)COc2ccc(C(C)(C)C)cc2)CC1 (stereo not given)	4%	5%	2%	-9%	2%	21%	-3%	-16%	19%

Bioassay records: PubChem BioAssay, National Center for Advancing Translational Sciences (NCATS)

This is a subset, so the mix of outcomes need not match the whole.
